# Screening data (PubChem)
# SMARCA2 activ = activators of SMARCA2 function | MG213 cells, MMTV-luciferase reporter, dexamethasone, overnight | activation, % at 9.1 µM | 370,000 tested, 1% active; in the data active = activation above about 7.8%;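 also: 0% = vehicle wells and 100% = reference activator wells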
# hcDAF-12 act = H. contortus DAF-12 activation, primary screen. HEK293 hcDAF-12 lit1-tk-luc reporter, luminescence; 0% DMSO, 100% Δ7-dafachronic acid. activation, % at 6.8 µM. 370,000 tested, 1.4% active. AID 652067;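 active = activation above the mean of all tested compounds plus 3 SD, cut at about 5.5% in these data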;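 also: 100% = response to 3 µM Δ7-dafachronic acid high control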
# ssDAF12 agonist = activates DAF-12 receptor from parasite S. stercoralis | activation, % at 6.8 µM | 370,000 tested, 1% active | HEK293 ssDAF-12/GRIP1 lit1-tk-luc reporter, luminescence; % of 3 µM dafachronic acid response | AID 652126;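 active = activation above the mean over all tested compounds plus 3 SD, cut at about 0.9% in these data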;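 also: 0% = DMSO-only wells and 100% = 3 µM delta7-dafachronic acid wells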
# NPR1 activator = GC-A (human) enzyme activation. HEK293 GC-A cells, cGMP TR-FRET, EC30 ANP; 0% at EC30 ANP, 100% saturating ANP. activation, % at 10 µM. 370,000 tested, 0.14% active; in the data active = activation above about 40%
# DAX1 inh-1 = NR0B1 (DAX1) inhibition; P51843; 340,000 tested, 0.99% active; inhibition, % at 6.75 µM; AID 504766; HEK293 Gal4-DAX1 luciferase reporter, luminescence;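 active = inhibition above the mean over all tested compounds plus 3 SD, cut at about 4.2% in these data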;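 also: 0% = DAX1-transfected cells with DMSO and 100% = empty-vector control cells with DMSO; inhibition shows as a rise in luminescence from relieved DAX1 repression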
# Target sequence (P51843 207-470 limits assumed): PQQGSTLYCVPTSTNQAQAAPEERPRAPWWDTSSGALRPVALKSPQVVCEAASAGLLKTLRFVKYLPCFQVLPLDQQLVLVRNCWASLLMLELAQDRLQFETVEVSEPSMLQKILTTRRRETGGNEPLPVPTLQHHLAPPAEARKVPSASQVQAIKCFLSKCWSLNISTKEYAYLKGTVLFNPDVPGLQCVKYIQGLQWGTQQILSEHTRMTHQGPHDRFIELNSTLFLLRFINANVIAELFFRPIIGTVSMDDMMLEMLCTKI
# hgDAF-12 ag = activates the H. glycines DAF-12 receptor ligand-binding domain. HEK293 GAL4-hgDAF12 UAS-luciferase reporter, agonist luminescence; normalized to butyrate control. activation, % at 6.8 µM. 370,000 tested, 1.8% active. AID 687014;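 active = activation above a cutoff set at the mean of all screened compounds plus 3 SD, cut at about 10% in these data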;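 also: 0% = DMSO wells and 100% = sodium butyrate wells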
# DAX1 inh-2 = DAX1 (NR0B1) inhibition, primary screen; HEK293T StAR-luciferase reporter, SF-1/DAX-1 repression relief; inhibition, % at 6.8 µM; 370,000 tested, 1.1% active; AID 652010;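 active = inhibition above the mean over all tested compounds plus 3 SD, cut at about 3.6% in these data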;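 also: 0% = DAX-1 cells with DMSO and 100% = cells lacking DAX-1 with DMSO; higher inhibition means more luminescence from relief of DAX-1 repression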
# GAA850 FXN act = frataxin GAA850 promoter activation; HEK293 lucGAA850 FXN promoter luciferase reporter, 24 h; percent of 10 µM SAHA response; activation, % at 6 µM; 360,000 tested, 0.56% active; AID 540364;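 active = activation above the average of all compounds screened plus 3 SD, cutoff fixed separately per campaign, cut at about 7.5% in these data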;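 also: 0% = DMSO wells and 100% = 10 µM SAHA wells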
# GC-B act = GC-B (human) receptor activation; P20594; HEK293-GC-B cells, CNP EC30, cGMP TR-FRET; 0% at EC30 CNP, 100% saturating CNP; activation, % at 10 µM; 370,000 tested, 0.11% active;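 active = activation at 10 µM reaching about 35% in either raw or pattern-adjusted values, limit read from the data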
# proKLK7 act = activates the human kallikrein-7 zymogen; purified proKLK7, EDANS-DABCYL substrate fluorescence; 100% is mature enzyme control, 0% vehicle; 370,000 tested, 0.9% active; activation, % at 7 µM; P49862;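 active = activation above the mean of all tested compounds plus 3 SD, computed per campaign excluding outliers beyond control limits, cut at about 13% in these data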
# Target sequence (P49862 whole entry, looked up): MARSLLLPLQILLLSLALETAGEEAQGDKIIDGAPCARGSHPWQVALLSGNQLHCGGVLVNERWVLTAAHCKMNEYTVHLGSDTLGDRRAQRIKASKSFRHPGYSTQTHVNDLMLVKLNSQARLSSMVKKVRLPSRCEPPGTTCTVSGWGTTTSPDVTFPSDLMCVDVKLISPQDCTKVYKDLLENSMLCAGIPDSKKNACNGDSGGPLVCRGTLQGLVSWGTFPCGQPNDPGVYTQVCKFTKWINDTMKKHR
# HGIII-sPLA2 inh = Blocks human group III sPLA2 activity | Q9NZ20 | QFRET BODIPY PC-A2 liposome hydrolysis, fluorescence | inhibition, % at 12.2 µM | 370,000 tested, 0.56% active | AID 743126;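 active = inhibition above mean plus 3 SD of compounds lying within the high and low control bounds, cut at about 19% in these data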;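 also: 0% = median of test compound wells and 100% = no enzyme DMSO wells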
# Target sequence (Q9NZ20 whole entry, looked up): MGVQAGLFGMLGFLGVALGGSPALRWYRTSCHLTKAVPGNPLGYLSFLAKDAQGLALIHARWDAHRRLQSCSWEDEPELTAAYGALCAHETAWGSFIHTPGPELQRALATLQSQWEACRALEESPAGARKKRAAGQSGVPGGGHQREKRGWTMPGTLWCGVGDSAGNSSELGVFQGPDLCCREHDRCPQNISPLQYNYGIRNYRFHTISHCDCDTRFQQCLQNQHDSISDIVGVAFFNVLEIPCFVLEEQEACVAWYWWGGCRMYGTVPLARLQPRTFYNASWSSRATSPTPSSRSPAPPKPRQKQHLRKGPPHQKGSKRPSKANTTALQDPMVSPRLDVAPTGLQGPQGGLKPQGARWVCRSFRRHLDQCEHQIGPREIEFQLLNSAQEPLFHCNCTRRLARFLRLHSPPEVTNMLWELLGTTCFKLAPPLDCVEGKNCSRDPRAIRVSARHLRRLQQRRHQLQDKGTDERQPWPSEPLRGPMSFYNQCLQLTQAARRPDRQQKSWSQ
# The depositor's hits bear a star; . = not tested or not shown.
SMILES,SMARCA2 activ,hcDAF-12 act,ssDAF12 agonist,NPR1 activator,DAX1 inh-1,hgDAF-12 ag,DAX1 inh-2,GAA850 FXN act,GC-B act,proKLK7 act,HGIII-sPLA2 inh
CCOC(=O)c1sc(S(C)(=O)=O)c2c1CC(C)(C)C/C2=N/O,-3,0.0,-1.6,-3,.,-0.4,0.1,2.1,2,-0.9,5
O=C(NN=Cc1ccc(F)c(F)c1)c1ccc(NS(=O)(=O)c2cccs2)cc1,3,0.1,-1.1,3,-0.6,3.8,0.2,2.1,-6,0.1,-10
CCOC(=O)c1ccccc1NC(=S)N1CCN(C2CCCCC2)CC1,-2,-1.0,-1.2,-4,-0.1,8.1,0.4,2.2,6,0.0,12
CC(C)CNC(=O)OCc1cn(Cc2cccc(F)c2)nn1,-3,-1.4,-0.9,2,.,5.8,-0.4,.,7,0.3,1
Brc1cccc(Cn2ccc3ccc(-c4ccc5ccn(Cc6cccc(Br)c6)c5c4)cc32)c1,-2,0.6,-1.2,2,.,2.6,0.5,.,-1,-4.4,0
COc1ccc(CCC(=O)OCC(=O)Nc2sccc2C#N)cc1,-3,1.9,-0.2,4,-0.3,1.1,0.0,-0.1,7,0.8,2
Cc1cc(C)c(NC(=O)CCCN2CCN(C)CC2)c(C)c1,-2,-1.6,-0.5,0,-0.4,-0.2,-0.7,-2.4,3,-0.5,11
O[C@H]1CN(Cc2cccs2)[C@@H](c2ccc(Cl)cc2)C[C@@H]1n1cc(C2CC2)nn1,6,0.3,-0.5,1,0.8,2.6,0.1,-0.3,-4,0.9,6
O=C(NCCCN1CCCC1=O)C(=O)NCC1OCCCN1S(=O)(=O)c1ccccc1 (configuration not stated),3,0.4,-1.1,2,0.5,1.2,0.5,0.1,1,0.0,-3
COc1ccc(CCNC(=O)CC(NS(=O)(=O)c2ccc(NC(C)=O)cc2)C(C)C)cc1OC (configuration not stated),1,-1.4,-0.7,4,-0.3,-2.7,-0.4,1.3,5,0.1,0
COCCCN(C(=O)c1cc(-c2ccco2)nc2ccccc12)c1c(N)n(Cc2ccccc2)c(=O)[nH]c1=O,0,-0.1,-1.1,3,-0.4,0.7,0.7,0.1,4,-0.5,-4
COc1ccc2c(CC(=O)Nc3ccc(OC)c(S(=O)(=O)N4CCOCC4)c3)coc2c1,-3,-1.9,-0.6,-5,-0.6,3.0,0.0,1.1,3,0.0,-17
CCCCN1C(=O)CC(Nc2ccc(CC)cc2)C1=O (configuration not stated),5,1.4,-1.6,1,1.0,3.5,1.4,3.1,6,-0.2,2
COc1ccc(/C=N/NC(=O)c2ccc(NC(=O)c3cccc([N+](=O)[O-])c3)cc2)c(C(=O)O)c1OC,2,0.1,-0.8,0,-1.9,2.6,-0.9,-0.6,1,0.0,3
CC(C)c1ccccc1NC(=O)Nc1nnc([C@@H]2C[C@H](O)[C@@H](CO)O2)s1,1,0.1,-0.5,2,.,3.5,0.4,2.4,-3,-0.5,-8
Cc1ccccc1-n1ncc(C(C)NS(=O)(=O)c2sccc2C)c1C (configuration not stated),-3,-0.3,-0.8,-3,0.1,0.0,-3.0,1.1,0,-0.6,-8
COC(=O)Cc1cc(OC)c(OC)cc1Cc1cc(OC)c(OC)cc1CC(=O)OC,-1,-0.7,-1.4,-2,0.6,-0.6,0.5,-2.6,-4,-0.2,6
CSc1nc2c(c(=O)[nH]1)C(c1ccccc1)C1=C(CC(C)(C)CC1=O)N2 (configuration not stated),-4,0.2,-0.8,-35,.,-3.8,-0.7,-2.1,-16,10.0,10
CC(C)c1[nH]c(=O)c(C#N)c2c1COC(C)(C)C2,1,-1.4,-2.1,2,1.3,-3.7,-0.6,3.7,1,-1.4,3
O=C(NNC1=NCCC1)c1cccc(Br)c1,0,0.7,-1.2,.,0.4,1.3,0.1,2.7,.,-0.6,3
COc1ccc(CN(C(=O)CCC(=O)N2CCCCC2)c2nccs2)cc1OC,-2,-2.8,-0.4,1,2.1,1.6,-0.1,0.8,-4,-0.3,2
CCCCCCCCN1C(=O)[C@@H](CC(=O)N2CCN(C(=O)OCC)CC2)C[C@@]2(C(=O)OC)C1=C[C@H](C(C)(C)C)O[C@@H]2C,-7,1.2,-0.7,-2,.,1.4,0.9,.,1,0.3,-4
COc1cc(S(=O)(=O)Nc2cccc3cn[nH]c23)c(OC)cc1C,-1,0.4,-1.1,-14,0.1,-1.8,-1.0,-1.0,-10,0.3,-13
Cc1ccc(Nc2cc(=O)n(C)c(=O)[nH]2)cc1C,-2,0.5,-1.3,0,-0.5,-0.9,0.8,0.8,6,-0.1,-4
Cc1noc(C)c1NC(=O)N(C)C[C@H]1Oc2ccc(NC(=O)c3ccncc3)cc2C(=O)N([C@H](C)CO)C[C@@H]1C,-3,-0.3,-0.6,1,-0.6,-0.9,0.3,-0.8,3,0.3,7
CCCCNC(=O)c1onc(CSc2ccc(Cl)cc2)c1C(=O)NCCCC,-1,-1.7,-1.4,-3,0.2,-1.9,-0.4,-1.6,5,0.5,-13
CC(C)NC(=O)N(C)C[C@@H]1Oc2ncc(-c3cccc(C#N)c3)cc2C(=O)N([C@H](C)CO)C[C@@H]1C,2,-1.1,-0.9,1,3.0,4.9,-0.2,0.0,-2,0.4,-7
Cc1ccccc1NC(=O)OC1CCC12CCC(c1ccccc1)CC2 (configuration not stated),-4,-1.5,-1.4,3,.,2.3,-0.8,.,-8,0.4,-5
COc1cccc(NC(=O)Nc2cc(C(=O)NC(C)C)ccc2N2CC3CC(C2)c2cccc(=O)n2C3)c1 (configuration not stated),0,-0.9,-1.2,2,-0.3,0.2,-0.3,-1.8,-2,0.5,-2
Cc1ccc(S(=O)(=O)N2CCN(C(=O)COC(=O)CCOc3ccccc3C)CC2)c(C)c1,-2,-0.7,-0.7,2,1.7,2.2,3.4,3.0,0,0.7,-15
COc1ccccc1CNc1nc(NCc2cccs2)nc2ccsc12,-6,-3.2,-1.6,-4,.,-8.3,-2.8,-0.3,0,0.2,-11
O=C1NC[C@@H](CCCCN2C[C@H](Cc3ccc(O)cc3)N(CCC3CCCCC3)C(=O)C2=O)N(Cc2ccccc2)C1=O,-3,-1.4,-1.6,5,.,-1.2,-0.7,.,3,-0.6,-21
COc1ccc(NC(=O)c2c(C)noc2-c2snnc2C)cc1,-2,-1.1,-1.4,1,-0.8,1.8,-1.2,-3.0,8,0.6,-14
O=C(Nc1ccccc1NS(=O)(=O)c1ccc(F)cc1)C1CCC1,0,1.1,-0.5,3,-0.2,3.2,-0.4,-0.2,-5,-0.6,-5
C/C=C(\NC(C)=O)c1ccccc1,-1,0.5,-1.1,-3,1.9,-0.4,-0.5,-0.1,10,0.2,4
Cc1cccc(CCNCc2c(C(=O)O)c(C)n(-c3ccccc3)c2C)c1,-3,-1.1,-0.8,-1,0.3,-1.6,0.1,0.6,3,-0.2,-6
O=C(O)CC(C(=O)NCc1ccccc1)C1CCCO1 (configuration not stated),1,-1.5,-1.2,0,0.3,-0.8,-0.1,0.6,5,-0.3,9
CCOC(CNC(=O)c1cc2c(=O)n(CC)c3ccccc3c2s1)OCC,-1,-2.3,-1.6,19,-0.8,-1.4,-0.4,-0.8,14,-3.9,0
Cc1nc(-c2ccccc2)sc1C(=O)/C=C/c1ccc(Cl)cc1,0,-1.3,-1.2,-2,0.1,0.1,1.5,0.9,-2,-0.9,4
COc1ccc(NS(=O)(=O)c2ccc(O)c(NC(=O)c3ccc(S(=O)(=O)N4CCCC4)cc3)c2)cc1,-4,0.0,-0.7,-3,1.2,-1.2,-0.4,0.8,4,-0.1,-40
CSc1ccc(CN2CCC(C)(Oc3ccccc3F)C2)cc1 (configuration not stated),2,0.1,-1.4,3,.,0.4,0.6,0.5,4,-0.3,12
COC(=O)c1cccc([N+](=O)[O-])c1CS(=O)(=O)c1ccc(C)cc1,-4,-1.5,-2.5,0,0.2,0.7,0.4,1.0,1,0.5,5
CCn1c(SCc2ccccc2)nnc1-c1ccc(S(=O)(=O)N2CCCCC2)cc1,-3,-1.1,-1.6,2,-1.3,-4.6,-1.5,-1.4,-8,0.0,-9
O=C(Nc1ccnn1C1CCN(C2CCC2)CC1)c1ccccc1Cl,-1,0.2,-0.9,1,1.2,1.1,0.3,0.5,5,0.9,10
CC(C)(C)Cc1c(-c2cccc(Cl)c2)nc2ccc(Cl)cn12,0,0.8,0.6,-1,.,3.1,1.1,.,-6,-0.3,2
O=C(OCc1c(-c2ccccc2)ncc2ccccc12)c1ccc(F)cc1,1,-0.1,-1.2,5,-0.3,-0.3,0.1,-1.8,2,0.8,8
O=C(NCCN1CCOCC1)c1cc(-c2ccc(Cl)c(Cl)c2)on1,-2,-0.8,-1.1,12,1.3,-1.3,-0.3,2.4,-2,0.2,9
S=c1[nH]nc(-c2ccncc2)n1Cc1ccco1,3,-0.3,-0.5,3,0.2,-0.7,0.1,0.5,-6,0.5,10
CCn1ncc(CN2CCC(C(=O)Nc3cccc(-c4cccc(F)c4)c3)CC2)c1C,0,-0.5,-1.0,-5,0.1,2.7,-0.1,3.4,-4,0.3,-9
Cc1nc2ccc(C(=O)N3CCN(c4ccccc4)CC3)cn2c1N(C)C(=O)CCc1ccccc1,-3,-2.5,-1.6,-1,.,2.6,-1.6,-0.4,1,0.7,4

# Fetched by structure from above:
SMILES,SMARCA2 activ,hcDAF-12 act,ssDAF12 agonist,NPR1 activator,DAX1 inh-1,hgDAF-12 ag,DAX1 inh-2,GAA850 FXN act,GC-B act,proKLK7 act,HGIII-sPLA2 inh
COC(=O)Cc1cc(OC)c(OC)cc1Cc1cc(OC)c(OC)cc1CC(=O)OC,-1,-0.7,-1.4,-2,0.6,-0.6,0.5,-2.6,-4,-0.2,6
COc1ccc(CN(C(=O)CCC(=O)N2CCCCC2)c2nccs2)cc1OC,-2,-2.8,-0.4,1,2.1,1.6,-0.1,0.8,-4,-0.3,2

# (cont.)
SMILES,SMARCA2 activ,hcDAF-12 act,ssDAF12 agonist,NPR1 activator,DAX1 inh-1,hgDAF-12 ag,DAX1 inh-2,GAA850 FXN act,GC-B act,proKLK7 act,HGIII-sPLA2 inh
CC(NC(=O)c1ccc([N+](=O)[O-])cc1[N+](=O)[O-])c1ccc(-c2ccccc2)cc1 (configuration not stated),-1,0.5,-0.6,-3,-1.6,-0.8,-0.6,0.4,-6,0.3,2
O=C(NCCc1ccc(Cl)cc1)c1n[nH]c2ccccc12,6,-0.9,-0.9,-2,1.3,7.5,0.6,3.1,1,0.3,-4
CC1=CC(C)(C)Nc2ccc(OS(=O)(=O)c3ccc(C)cc3)cc21,-4,-1.6,-1.2,0,-0.9,-1.4,-0.9,-0.9,3,-0.2,-4
COc1ccc(CCNS(=O)(=O)c2ccc(S(=O)(=O)N3CCCC3)cc2)cc1OC,0,-2.0,-1.6,-3,-2.4,-1.8,-0.8,-1.2,2,1.0,-14
CC(C)C[C@H]1CN([C@@H](Cc2ccc(O)cc2)CN2CCC[C@@H]2CN2C(=S)NC[C@@H]2Cc2ccccc2)C(=S)N1CCc1ccccc1,0,-0.2,-0.8,32,.,3.6,-0.1,.,-8,0.3,-13
CC(=NNC(=O)c1cccs1)c1ccc2c(c1)OCCO2,5,5.1,0.9,2,3.7,17*,7.2*,3.3,9,-0.2,-4

# Outcome played no part in choosing rows; 6.7% or so of the library scored in one or more.
